Bioassay records deposited in PubChem by National Center for Advancing Translational Sciences (NCATS).
ELG1 repair inh = ELG1-dependent DNA repair inhibition; HEK293T ELG1-luciferase reporter, luminescence, 16 h; DNA damage induced by 5-fluorouridine; Potency, µM (titrated, usually from 46.1 µM), for inactives: top-dose activity change, negative = inhibition, usual class: inhibitors; hit rate 2.3% among 330,000; note: potency is the fitted concentration of half-maximal effect; % is set by controls: 0 for no effect and ±100 for the full control effect; nearly all actives have a fitted effect of over 55% in size
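Luminescence from the luciferase reporter, measured 30 min after ONE-Glo reagent at room temperature, was the read-out. Beforehand, 2,000 cells per well were exposed for 16 hr at 37 °C to 5-fluorouridine together with compound or vehicle.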
USP2a block = inhibitors of human ubiquitin-specific protease USP2a | O75604 | USP2 core, Ub-CHOP2 coupled fluorogenic reporter, 485/531 | Potency, µM (doses to about 38.3 µM), inactives show top-dose activity change, negative = inhibition, most hits filed as inhibitors | hit rate 0.01% among 330,000 | AID 463254;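 note: potency is the fitted concentration of half-maximal effect; plate controls were DMSO wells for no effect and full inhibition by NEM control for full effect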
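Deubiquitinase activity read as fluorescence (485/531 nm) after Ub-CHOP2 cleavage activates the enterokinase reporter on its substrate; USP2 core 10nM, Ub-CHOP2 and substrate 25nM each, 30min compound preincubation then 60min RT; data normalized to NEM, curves fitted.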
A-T KAP1 phos = potential ataxia-telangiectasia treatments restoring KAP-1 phosphorylation. […] A-T fibroblasts, KAP-1 phosphorylation AlphaLISA; neocarzinostatin DNA damage 30 min before lysis. Potency, µM (titrated, usually from 57.5 µM), for inactives: at the top dose activation, actives largely listed as activators. hit rate 0.19% among 320,000; note: potency is the fitted concentration of half-maximal effect; % of control where 0% means no effect; nearly all actives have a fitted effect of over 45% in size
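ATM-like activity read as KAP-1 phosphorylation via AlphaLISA donor/acceptor antibody pairs after lysis and 6 hr at 25C. Cells were ATM-null patient fibroblasts ([…], hTERT), dosed 60 min, then exposed to the DSB inducer NCS for 30 min.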
KCNH2 3.1 inh = inhibitors of human KCNH2 3.1 potassium channel isoform; U2OS KCNH2 3.1, thallium flux FluxOr; active compounds read low; activity change, % (tested at about 1.8 µM); hit rate 0.95% among 340,000; AID 720553;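 active = maximum activity change below -70%; inconclusive = maximum activity change from -70% to -50%; inactive = maximum activity change above -50%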;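 note: thallium influx rate constant from kinetic fluorescence after stimulation buffer; % is set by controls: 0 for no effect and ±100 for the full control effect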
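Measured as rate of thallium-driven FluxOr signal in transduced U2OS cells carrying the 3.1 channel, read kinetically for 2 min upon stimulation; values are rate constants scaled to DMSO control wells.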
Eya2 inh = blocks the phosphatase activity of human Eya2; AID 488837; recombinant Eya2, OMFP fluorescence dephosphorylation (OMFP is methylfluorescein phosphate); Potency, µM (highest dose often 76.9 µM), for inactives: at the highest dose activity, negative = inhibition, actives largely listed as inhibitors; O00167; hit rate 0.006% among 330,000; note: potency is the fitted concentration of half-maximal effect; % is set by controls: 0 for no effect and ±100 for the full control effect
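Eya2 (0.2 uM) preincubated 10 min at ambient with compound, then OMFP substrate added at 50 uM; 10 min reaction in 50 mM HEPES pH 7.5, 50 mM NaCl, 5 uM MgCl2, 0.05% BSA, 1 mM DTT. Fluorescence read at Ex 485/Em 525 nm.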
Mito fusion yeast = blocks mitochondrial division or promotes mitochondrial fusion; Potency, µM (highest dose often 46.1 µM), for inactives: top-dose growth rescue (activation), usual class: activators; hit rate 0.23% among 320,000; S. cerevisiae fusion-defective mutant growth rescue, CellTiterGlo 48 h;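 note: potency is the fitted concentration of half-maximal effect; % of control where 0% means no effect; nearly all actives have a fitted effect of over 45% in size; temperature-sensitive fusion mutants such as fzo1-1 at 37 °C on non-fermentable ethanol glycerol medium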
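Yeast fusion mutant, YPEG (non-fermentable carbon), compound, 48 h at 37C non-permissive; CellTiterGlo added, 10 min RT, luminescence read. Rescued growth = division inhibition.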
TCR act = activators of T cell receptors; primary human leukocytes, anti-CD3, IL-2 HTRF, 48 h; Potency, µM (series often up to 9.22 µM), inactives show at the top dose activation of IL-2 secretion, hits mostly activators; 330,000 tested, under 10 active; AID 504894; note: % of control where 0% means no effect
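48 hr co-incubation of compounds, a-CD3 beads and primary human leukocytes; IL-2 quantified homogeneously by HTRF with anti-IL-2 K and d2 conjugates.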
TSHR antagonist = blocks TSH signaling through the human TSH receptor; P16473; TSHR-expressing cells, TSH-stimulated cAMP HTRF, 2 h; active compounds read low; activity change, negative = inhibition, % at 11.5 µM; hit rate 0.2% among 330,000; AID 504810;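 active = activity change below a set negative limit, meaning inhibition stronger than a set level, cut at about -70% in these data; inconclusive = activity change between two set negative limits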; note: % is set by controls: 0 for no effect and ±100 for the full control effect
Target sequence (P16473 whole entry, looked up): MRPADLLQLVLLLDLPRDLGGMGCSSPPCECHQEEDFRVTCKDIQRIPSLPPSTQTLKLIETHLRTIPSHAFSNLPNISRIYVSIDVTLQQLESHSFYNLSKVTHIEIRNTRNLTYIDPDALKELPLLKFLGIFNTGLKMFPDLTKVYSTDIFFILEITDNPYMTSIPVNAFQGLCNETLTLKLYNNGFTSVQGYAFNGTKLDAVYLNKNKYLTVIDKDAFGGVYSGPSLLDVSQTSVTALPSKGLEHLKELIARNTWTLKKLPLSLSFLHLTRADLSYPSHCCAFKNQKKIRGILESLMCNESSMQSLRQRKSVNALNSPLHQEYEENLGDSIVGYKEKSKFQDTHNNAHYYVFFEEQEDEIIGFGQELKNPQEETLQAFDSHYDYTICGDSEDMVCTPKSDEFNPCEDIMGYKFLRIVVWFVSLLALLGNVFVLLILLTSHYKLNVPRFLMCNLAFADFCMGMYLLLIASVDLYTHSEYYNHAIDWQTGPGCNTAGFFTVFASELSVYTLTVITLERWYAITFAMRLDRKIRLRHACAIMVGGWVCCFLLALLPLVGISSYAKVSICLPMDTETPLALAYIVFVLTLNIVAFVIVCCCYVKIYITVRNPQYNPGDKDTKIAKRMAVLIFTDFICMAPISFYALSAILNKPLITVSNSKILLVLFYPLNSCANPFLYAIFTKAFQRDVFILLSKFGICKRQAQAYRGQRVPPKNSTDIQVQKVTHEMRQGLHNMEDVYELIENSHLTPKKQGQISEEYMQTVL
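Competitive HTRF cAMP read-out (cryptate anti-cAMP antibody, cAMP-d2; 30 min, room temperature) in freshly harvested TSHR cells. Compounds added before TSH at EC80 (4nM final), followed by 2 hours' incubation at 37 deg C.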
KCNH2 WT inh = inhibitors of human wildtype KCNH2 potassium channel; Q12809; U2OS, BacMam KCNH2, thallium flux FluxOr; active compounds read low; activity change, % at 1.84 µM; hit rate 0.37% among 340,000; AID 720551;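 active = maximum activity change below -70%; inconclusive = maximum activity change between -70% and -50%; inactive = maximum activity change above -50%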; note: % is set by controls: 0 for no effect and ±100 for the full control effect
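U2OS cells transduced with wild-type KCNH2 virus are loaded with FluxOr dye for 45 min, and thallium flux is measured in kinetic reads before and after stimulation buffer. Rate constants are normalized to DMSO controls.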
TRPV1 ag = agonists of human vanilloid receptor 1 (TRPV1); TRPV1-expressing cells, Fluo-8 calcium influx, agonist mode; Q8NER1; hit rate 0.19% among 320,000; activation, % at 8.33 µM; in the data active = activation above about 80%; inconclusive = between about 30% and that limit; note: 0% is about no effect
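TRPV1-expressing cells were cultured overnight at 35.5C and loaded with Fluo-8 calcium dye for 40 to 90 min at room temperature. After a 10 s baseline, compound was added and calcium influx was read kinetically for 3 min (ex 480/em 520 nm).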
* hit, by the source's call; ? = inconclusive; . = not tested or not shown; [ ] = dose if it differs, or a comment. Unless noted, calls come from the whole dose curve; as a rule, active = well fitted curve in the direction sought with a large enough effect; inconclusive = small, poorly fitted or top-dose-only effect, or another doubt; inactive = no such curve, though single readings can be large; an effect the other way counts as inactive or inconclusive. Some of the compounds tested; rates above refer to the full screens.

nr	Compound	ELG1 repair inh	USP2a block	A-T KAP1 phos	KCNH2 3.1 inh	Eya2 inh
1	C=CCn1c(NC(=O)c2ccc(Br)o2)c(C(=O)OCC)sc1=S	-13%	2%	-3%	1	5%[15.4 µM]
2	COc1cccc(/C=N/Nc2ncnc3scc(-c4ccccc4)c23)c1O	7.3µM*	-1%	1%	-1	-3%
3	O=C(c1ccc2c3n(nc2c1)-c1ccccc1CO3)N1CCOCC1	?	9%	-35%	.	-4%
4	CCC(=O)NC(=S)Nc1ccc(Cl)cn1	14%	7%	1%	-9	-11%
5	CCCn1c(NCc2c[nH]c3ccccc23)nc2ccccc21	24%	4%	.	4	-2%
6	COc1ccccc1NC(=O)CC1SC(=N)N(c2ccccc2)C1=O (centres undefined)	-4%	3%	0%	-4	0%
7	Cc1cc(C)c(S(=O)(=O)N2CCCCC2CCNC(=O)C(=O)NCCN2CCOCC2)c(C)c1 (centres undefined)	0%	1%	2%	-18	?
8	O=C(COC(=O)CCSc1ccc(Cl)cc1)NCc1ccccc1	-10%	-1%	4%	-3	-9%
9	O=S(=O)(c1ccc(S(=O)(=O)N2CCN3CCCC3C2)cc1)N1CCCC1 (centres undefined)	-1%	0%	0%	-1	-16%
10	CCC(C)C(NS(=O)(=O)c1ccc(C)cc1)C(=O)Oc1ccc2c3c(c(=O)oc2c1)CCC3 (centres undefined)	30%	1%	-5%	-1	-20%
11	CC1CCCCC1NC(=O)COC(=O)CCC(=O)c1cccs1 (centres undefined)	13%	3%	-4%	19	-12%
12	CCC(C)NC(=O)c1ccc(Cl)c(S(=O)(=O)Nc2ccccc2N2CCOCC2)c1 (centres undefined)	-11%	-1%	15%	10	-10%
13	COc1ccccc1Nc1nnc(SCC(=O)Nc2nc(-c3ccc(F)cc3)cs2)s1	?	-2%	9%	-6	7%
14	Cc1c(Cl)cccc1NC(=O)CNc1ccccc1F	-6%	2%	2%	1	2%
15	COc1ccc(C2c3ccc4ccccc4c3Oc3ncn(CCN4CCOCC4)c(=N)c32)cc1 (centres undefined)	-2%	1%	-10%	?	3%

nr	Mito fusion yeast	TCR act	TSHR antagonist	KCNH2 WT inh	TRPV1 ag
1	8%	.	5	-9	4
2	.	4%[46.1 µM]	7	5	15
3	-108%[inhibitor]	-2%	-3	.	-2
4	-8%	0%	-2	-10	2
5	-1%	-7%	-5	-13	0
6	-1%	1%	1	3	0
7	-9%	0%	-9	0	-3
8	-3%	1%[46.1 µM]	-4	26	?
9	5%	1%	-1	2	2
10	11%	-8%	-8	5	2
11	12%	-3%	-1	-3	20
12	-2%	-1%	3	-7	7
13	-1%	-1%	-7	4	0
14	-1%	-3%[46.1 µM]	4	-1	9
15	-20%	2%	-5	-40	9

(listing goes on)
nr	Compound	ELG1 repair inh	USP2a block	A-T KAP1 phos	KCNH2 3.1 inh	Eya2 inh
16	Fc1ccc(Br)cc1C1C=C(c2cccnc2)Nc2ncnn21 (centres undefined)	-22%	1%	6%	-3	-6%
17	CC(=O)c1cccc(NC(=O)C(C)OC(=O)c2ccc3ncsc3c2)c1 (centres undefined)	?	3%	7%	2	-1%
18	CC/C(=N\NS(C)(=O)=O)c1ccccc1	-2%	2%	-4%	-20	4%
19	Cc1cc(NC(=O)c2nn(C)c(C)c2[N+](=O)[O-])no1	2%	0%	1%	0	4%
20	CSc1nc(O)c(C(c2ccc(C)cc2)c2c(O)nc(SC)[nH]c2=O)c(=O)[nH]1	12%	-1%	16%	14	-2%
21	Cc1ccc(NC(=S)NC(=O)C2CCCC2)c(Br)c1	?	0%	7%	8	-24%
22	COCCCN1C(=O)CC(C(=O)OC)=C1C	0%	-1%	-2%	-17	0%
23	O=C(O)c1cc2ncc(CCO)cn2n1	8%	0%	14%	-16	0%
24	Cc1cc(OCC(F)(F)C(F)(F)C(F)(F)C(F)F)nc(N)n1	?	-1%	-2%	4	1%
25	Cc1cc(C)n2cc(CSc3nnnn3C)nc2n1	0%	0%	2%	3	9%
26	COc1ccc2oc(C(=O)N(C)Cc3ccc4c(c3)OCCO4)c(C)c2c1	16%	-3%	0%	-10	-27%
27	O=C(CSc1nnnn1-c1ccc(O)cc1)c1cc2ccccc2o1	?	-3%	6%	9	-5%
28	COc1c(C(=O)Nc2c(C)n(C)n(-c3ccccc3)c2=O)ccc2ccccc12	-1%	0%	-2%	-3	7%
29	CCn1cc(CNCc2cn[nH]c2-c2cc3ccccc3o2)cn1	-8%	0%	11%	-5	4%
30	COc1ccc(Oc2ccccc2C#N)cc1	9%	-6%	2%	0	-5%

nr	Mito fusion yeast	TCR act	TSHR antagonist	KCNH2 WT inh	TRPV1 ag
16	9%	1%	-11	6	.
17	5%	.	-5	-24	3
18	-3%	-5%	1	-5	-4
19	-1%	-63%	23	-10	3
20	-1%	11%	60	-7	-9
21	.	-14%	.	-17	.
22	10%	0%	2	4	-3
23	-4%	-1%	-1	-16	0
24	0%	-2%	-24	-13	-3
25	-8%	3%	7	4	-1
26	15%	-2%	5	5	21
27	-1%	3%	10	-3	7
28	2%	-4%	9	1	1
29	9%	0%	13	12	-4
30	5%	-2%	0	3	3

Reprinted at random: 5 entries already listed
nr	Compound	ELG1 repair inh	USP2a block	A-T KAP1 phos	KCNH2 3.1 inh	Eya2 inh
14	Cc1c(Cl)cccc1NC(=O)CNc1ccccc1F	-6%	2%	2%	1	2%
21	Cc1ccc(NC(=S)NC(=O)C2CCCC2)c(Br)c1	?	0%	7%	8	-24%
30	COc1ccc(Oc2ccccc2C#N)cc1	9%	-6%	2%	0	-5%
22	COCCCN1C(=O)CC(C(=O)OC)=C1C	0%	-1%	-2%	-17	0%
27	O=C(CSc1nnnn1-c1ccc(O)cc1)c1cc2ccccc2o1	?	-3%	6%	9	-5%

nr	Mito fusion yeast	TCR act	TSHR antagonist	KCNH2 WT inh	TRPV1 ag
14	-1%	-3%[46.1 µM]	4	-1	9
21	.	-14%	.	-17	.
30	5%	-2%	0	3	3
22	10%	0%	2	4	-3
27	-1%	3%	10	-3	7

Continuation.
nr	Compound	ELG1 repair inh	USP2a block	A-T KAP1 phos	KCNH2 3.1 inh	Eya2 inh
31	CCOC(=O)CCNC(=O)c1ccccc1Br	?	1%	-3%	0	-6%
32	COc1ccc(-c2nc(-c3ccccc3)c(-c3cccs3)[nH]2)cc1OC	15µM*	-10%	-4%	1	0%
33	Cc1nnc(SCc2nnc(-c3cccs3)o2)n1Cc1ccccc1	24%	0%	7%	-2	-15%
34	O=C(COc1ccc(Br)cc1CO)Nc1ccc(F)cc1	-7%	-2%	8%	1	1%
35	CCO/C(C)=C1\C(=O)Nc2ccccc21	-5%	2%	-4%	6	15%
36	COc1ccc2c(c1OC)C(=O)OC2C/C(=N\NC(N)=O)c1ccccc1 (centres undefined)	-5%	3%	0%	12	?
37	CC(C)c1ccc(/C=N/n2cnnc2)cc1	5%	11%	9%	-5	-2%
38	COc1cc2c(cc1OC)C(C)N(C(=O)c1nccnc1C(=O)O)CC2 (centres undefined)	-4%	2%	-3%	20	-3%
39	CNC(=O)c1cc2cc(OC)ccc2oc1=N	?	1%	-6%	-4	-2%
40	COc1ccc(C2CC(=O)C3=C(C2)Nc2ncnn2C3c2ccccc2C)cc1 (centres undefined)	?	-1%	5%	-6	9%
41	COc1ccc(-c2ccc(=O)n(Cc3cccc([N+](=O)[O-])c3)n2)cc1	?	2%	11%	-22	-20%
42	CN(C)c1ccc(CNS(=O)(=O)c2csc(C(N)=O)c2)cc1	-18%	-3%	-8%	17	0%
43	CCOc1ccc(Nc2c3c(nc4ncnn24)CC(C)CC3)cc1 (centres undefined)	-4%	-2%	-9%	2	-10%
44	CCOC(=O)c1sc2ncn(/N=C/c3ccc(O)c(OC)c3)c(=O)c2c1C	-6%	4%	4%	7	-10%
45	COC(=O)c1cc(NC(=O)CN(C)Cc2ccccc2)cc(C(=O)OC)c1	?	-1%	2%	-25	-28%

nr	Mito fusion yeast	TCR act	TSHR antagonist	KCNH2 WT inh	TRPV1 ag
31	1%	3%	-6	4	0
32	6%	-3%	-14	10	1
33	-5%	.	9	-18	-9
34	5%	0%	-11	9	24
35	-2%	-11%	-2	-1	-5
36	3%	3%	-2	-7	-1
37	-6%	1%	1	-8	13
38	2%	-1%	-11	0	3
39	-1%	-1%	13	-2	11
40	8%	4%	-9	0	-2
41	-5%	-6%	-19	2	23
42	-3%	6%	4	.	-7
43	-5%	-3%	-8	17	0
44	1%	4%	-16	6	-1
45	4%	1%	5	-2	7
